Keap1-Nrf2 PPI: Keap1-Nrf2 protein-protein interaction inhibitors, primary screen, biochemical, fluorescence polarization, single point | Kelch-like ECH-associated protein 1 (Homo sapiens), Q14145 | Keap1 Kelch-Nrf2 peptide fluorescence polarization, 1536-well | inhibition, % at 9.4 µM | hit rate 0.15% among 340,000; in the data active = inhibition above about 12%; inconclusive = no clear call, values can overlap the other calls; inactive = below about 7.3%;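 also: human Keap1 Kelch domain with fluorescein labeled Nrf2 9mer peptide probe; 0% = neutral control wells and 100% = peptide positive control; higher means more block of Keap1 binding to Nrf2 peptide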
Cardiac RTF inh: cardiac RTF calcium sensitivity inhibitors, primary screen, biochemical, IANBD-TnC fluorescence, EC70 calcium | IANBD-labeled cardiac RTF, Ca2+ fluorescence | inhibition, % at 7.15 µM | hit rate 0.12% among 340,000 | Troponin I, cardiac muscle (Homo sapiens) + Troponin T, cardiac muscle (Homo sapiens) + …;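 active = inhibition above the mean inhibition of all tested compounds plus 3 SD, cut at about 17% in these data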;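 also: assay run at fixed EC70 calcium of 1.6 mM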
SR-BI DiI inh: inhibitors of SR-BI mediated HDL lipid uptake, primary screen, ldlA[mSR-BI] cells, fluorescence, single point; ldlA[mSR-BI] CHO cells, DiI-HDL uptake fluorescence, 3 h; inhibition, % at 12.5 µM; hit rate 0.96% among 320,000;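 active = mean replicate inhibition of at least 70% and a set share of replicates each scoring 70 or more; inconclusive = meets just one of the two criteria; inactive = fails both criteria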;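 also: 0% = median of neutral control wells and 100% = median of positive control wells; values of inactives mirror those of a sister screen read the other way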
DAGLB inh: DAGLB lipase inhibitors, primary screen, biochemical, fluorescence, HTS; inhibition, % at 5.17 µM; Diacylglycerol lipase-beta (Homo sapiens), Q8NCG7; hit rate 0.059% among 340,000; HEK293T DAGLB membrane lysate, EnzChek fluorogenic substrate; in the data active = inhibition above about 34%;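 also: 0% = enzyme with vehicle and 100% = wells lacking enzyme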
Target sequence (Q8NCG7 whole entry, looked up): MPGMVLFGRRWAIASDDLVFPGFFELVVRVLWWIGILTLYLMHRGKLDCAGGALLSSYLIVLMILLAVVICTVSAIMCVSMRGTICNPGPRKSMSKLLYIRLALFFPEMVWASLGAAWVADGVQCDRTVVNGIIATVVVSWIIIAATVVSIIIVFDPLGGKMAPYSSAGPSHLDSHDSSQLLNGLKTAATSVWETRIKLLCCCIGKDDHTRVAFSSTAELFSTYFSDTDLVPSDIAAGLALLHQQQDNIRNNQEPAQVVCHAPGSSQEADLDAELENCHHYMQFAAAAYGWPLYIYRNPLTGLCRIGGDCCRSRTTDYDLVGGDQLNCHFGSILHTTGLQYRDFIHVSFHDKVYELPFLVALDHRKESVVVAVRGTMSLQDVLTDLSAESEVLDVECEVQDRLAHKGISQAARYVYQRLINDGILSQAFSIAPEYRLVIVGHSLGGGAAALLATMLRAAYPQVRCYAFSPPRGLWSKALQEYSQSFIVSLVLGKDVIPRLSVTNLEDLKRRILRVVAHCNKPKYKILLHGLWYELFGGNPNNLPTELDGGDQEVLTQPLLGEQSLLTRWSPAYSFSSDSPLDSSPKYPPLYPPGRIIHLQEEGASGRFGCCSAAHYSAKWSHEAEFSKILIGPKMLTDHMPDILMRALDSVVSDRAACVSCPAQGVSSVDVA
C-LANA FP: inhibitors of KSHV C-LANA binding to DNA, primary screen, biochemical, fluorescence polarization, FAM-LBS DNA, MBP-C-LANA, single point. inhibition, % at 9 µM. Kaposi's sarcoma herpesvirus LANA C-terminal domain (residues 932-1162) DNA binding. AID 504423, 2011. hit rate 0.078% among 340,000;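 active = highest replicate inhibition at or above 60% at 9 µM, even if other replicates fall short; inactive = all replicates below 60% inhibition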;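 also: 0% = neutral control wells and 100% = 4 µM acridine orange control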
SR-BI uptake up: activators of SR-BI mediated DiI-HDL uptake, primary screen, ldlA[mSR-BI] CHO cells, DiI fluorescence; AID 504775, 2011; 3 h; 100 = double the neutral-control signal; activation, % at 12.5 µM; hit rate 0.096% among 320,000;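 active = mean replicate activation of at least 60% and every replicate at or above 60%; inconclusive = mean or all-replicate condition met, but not both; inactive = mean below 60% and not all replicates reaching 60%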;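 also: 0% = median plate neutral-control signal and 100% = twice that signal; values of inactives mirror those of a sister screen read the other way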
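Test system: SR-BI-overexpressing, LDLR-lacking CHO cells; Medium: Ham's F12 with 0.5% BSA, HEPES 25 mM, pH 7.4; Schedule: 3 h, 37 °C; Technique: bottom-read fluorescence, 550/595 nm.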
Arrestin-AP2 inh: inhibitors of beta-arrestin/AP2 binding, primary screen, biochemical, GPCR trafficking, flow cytometry; hit rate 0.31% among 340,000; inhibition, % at 10 µM; beta-arrestin 1 C-terminal peptide binding to AP2 beta2-adaptin appendage (human); AID 504490, 2011; FITC-arrestin peptide / GST-AP2 beads; AP2 beta2 appendage carries R879A mutation;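 active = inhibition above a set limit, near 3 SD of compounds lacking own fluorescence, cut at about 54% in these data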;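 also: plate controls were DMSO wells for no effect and 5 µM unlabelled arrestin peptide for full effect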
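Material – AP2 appendage R879A on GSH beads · Buffer or medium – PBS with 0.05% Tween 20 and 0.1% BSA · Probe or stimulus – fluorescein-tagged arrestin peptide at 50 nM final · Incubation – compound with beads 12 min RT, then probe 1 h RT · Detection – high-throughput flow cytometry of beads, ex 488, em 535 nm · Evaluation – percent response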
PvdQ inh: P. aeruginosa PvdQ acylase inhibitors, primary screen, biochemical, fluorescence, plate reader and imaging, single point; purified PvdQ acylase; inhibition, % at 10 µM; hit rate 0.063% among 340,000; AID 488965, 2010; in the data active = inhibition above about 30%, passing the limit was not always enough; inconclusive = no clear call, values can overlap the other calls;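 also: 0% = vehicle neutral wells and 100% = reference inhibitor wells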
PKA-R2B act: activators of PKA-R2B holoenzyme, primary screen, biochemical, fluorescence polarization, Cy5-IP20, human | cAMP-dependent protein kinase catalytic subunit beta (Homo sapiens) + cAMP-dependent … | PKA-R2B holoenzyme dissociation; R2B truncated from residue 108, S112A mutant; 0% DMSO only, 100% 113 µM cGMP | activation, % at 11.4 µM | hit rate 0.079% among 340,000;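 active = activation above a cutoff set at the mean over all compounds plus 3 SD, cut at about 18% in these data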;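 also: higher means more holoenzyme dissociation and a rise in polarization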
Target sequence (P31323 whole entry, looked up, other chains not shown, the tested form may be a part): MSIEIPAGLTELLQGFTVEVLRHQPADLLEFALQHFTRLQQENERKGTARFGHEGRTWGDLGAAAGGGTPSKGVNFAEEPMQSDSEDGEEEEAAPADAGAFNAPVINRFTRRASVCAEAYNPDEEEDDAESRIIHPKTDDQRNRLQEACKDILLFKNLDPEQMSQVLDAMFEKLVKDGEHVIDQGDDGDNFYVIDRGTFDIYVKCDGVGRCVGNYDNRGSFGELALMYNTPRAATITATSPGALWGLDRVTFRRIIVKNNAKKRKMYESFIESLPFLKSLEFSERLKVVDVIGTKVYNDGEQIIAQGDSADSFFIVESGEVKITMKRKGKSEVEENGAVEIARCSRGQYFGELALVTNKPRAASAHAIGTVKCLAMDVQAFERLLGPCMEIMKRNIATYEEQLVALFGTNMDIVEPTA
NSD2 HMT inh: NSD2 histone methyltransferase inhibitors, primary screen, biochemical, AlphaScreen, single concentration, set 2; Histone-lysine N-methyltransferase NSD2 (Homo sapiens), O96028; NSD2 peptide methylation, 120 min; inhibition, % at 12.5 µM; hit rate 0.54% among 310,000; AID 743445, 2014; in the data active = inhibition above about 50%
* marks the source's active call; other numbers are inactive results; ? = inconclusive; · = no result given.

SMILES	Keap1-Nrf2 PPI	Cardiac RTF inh	SR-BI DiI inh	DAGLB inh	C-LANA FP	SR-BI uptake up	Arrestin-AP2 inh	PvdQ inh	PKA-R2B act	NSD2 HMT inh
S=C(Nc1ccccc1)N1CCCCCCC1	1	1	3	-1	1.9	-3	-11	0	-12	-7
NC(=O)c1ccc(Sc2nnc(-c3cccs3)n2CC2CCCO2)c([N+](=O)[O-])c1 (centres undefined)	-5	2	15	1	1.3	-15	4	-11	0	0
Cc1c(NC(=O)c2ccc(N3CCCC3)c([N+](=O)[O-])c2)cccc1-c1nc2ccccc2s1	0	-2	20	-3	2.5	-20	4	-2	-2	-7
CCC(NC(=O)c1ccc(C#CC2(O)CCCCC2)cc1)C(=O)O (centres undefined)	0	-1	-7	-1	-2.1	7	17	8	-13	0
CCc1nnc(SCc2ccc(C(=O)OC)o2)n1N	?	-7	-12	1	-0.2	12	0	12	7	2
Cc1ccc2ncccc2c1NS(=O)(=O)c1ccccc1	3	-9	-8	0	2.8	8	-23	-7	-1	0
CCOc1cc(C(=S)N2CCOCC2)ccc1O	-3	-4	-40	-7	-0.2	40	-3	-12	1	0
CCOc1ccc(NC(=O)CN(C)C(=O)c2cccc(S(=O)(=O)N3CCN(C)CC3)c2)cc1OCC	-5	-5	-11	-2	0.9	11	12	-6	-1	0
CCN1CCCC1CN(Cc1cc2ccc(C)cc2[nH]c1=O)C(=S)Nc1ccccc1C(=O)OC (centres undefined)	-4	0	-2	0	-0.5	2	29	19	-6	-2
CC(NC(=O)c1cccnc1)C(c1cccs1)N1CCN(c2ccccc2F)CC1 (centres undefined)	2	-6	4	-2	-1.5	-4	-4	8	-1	-3
NC(=O)C1(Nc2ccc(-c3ccc(Cl)cc3)cc2)CCCC1	-6	-16	13	4	0.8	-13	-2	-12	-2	26
O=C(Cn1[nH]c(=O)c2ccccc2c1=O)N1CCN(S(=O)(=O)c2ccc(Cl)cc2)CC1	-3	12	-5	0	0.3	5	-9	-19	-7	2
CC1(C(=O)NNC(=O)c2cccc([N+](=O)[O-])c2)CC1(Br)Br (centres undefined)	-5	-7	-22	0	0.3	22	3	-19	-2	-3
C=CCNC(=O)C1CC2Cn3c(nc4cc(Cl)c(Cl)cc43)C2N1C (centres undefined)	-2	-4	2	-1	1.2	-2	-4	-14	-5	·
Cc1ccc2nc(SCC(=O)Nc3ccc(F)c([N+](=O)[O-])c3)[nH]c2c1	-1	8	-9	0	1.1	9	-2	-5	-3	2
O=c1[nH]c(Cc2cccs2)nc2scc(-c3ccc(Cl)cc3)c12	4	-19	·	3	0.9	·	-1	-2	-7	-1
c1ccc(Nc2cc(Nc3ccccc3)[nH]n2)cc1	3	4	19	3	-0.8	-19	-5	-5	3	9
Cc1cccc(CN2CCSCC2)c1	2	0	-9	0	-0.2	9	3	-15	-2	-4
CS(=O)(=O)N1CCN(C(=O)COc2ccc3ccccc3c2)CC1	4	4	-16	1	1.0	16	-10	-8	-11	-4
CC(C(=O)Nc1ccc(Cl)cc1)c1ncc(C(F)(F)F)cc1Cl (centres undefined)	-5	6	35	-7	0.5	-35	-5	-7	-2	-4

Record cards (already shown). Order of screens: Keap1-Nrf2 PPI, Cardiac RTF inh, SR-BI DiI inh, DAGLB inh, C-LANA FP, SR-BI uptake up, Arrestin-AP2 inh, PvdQ inh, PKA-R2B act, NSD2 HMT inh
`c1ccc(Nc2cc(Nc3ccccc3)[nH]n2)cc1` reads 3, 4, 19, 3, -0.8, -19, -5, -5, 3, 9
`Cc1cccc(CN2CCSCC2)c1` reads 2, 0, -9, 0, -0.2, 9, 3, -15, -2, -4

(cont.)
SMILES	Keap1-Nrf2 PPI	Cardiac RTF inh	SR-BI DiI inh	DAGLB inh	C-LANA FP	SR-BI uptake up	Arrestin-AP2 inh	PvdQ inh	PKA-R2B act	NSD2 HMT inh
COc1ccc(N(CC(=O)NC2CCCC2)C(=O)Cn2nnc(-c3ccc(C)cc3)n2)cc1	0	-4	8	1	-1.3	-8	25	-3	0	0
Cc1cccc(C)c1NS(=O)(=O)c1ccc(-c2cnc(C3CC3)o2)cc1	2	-5	18	1	-0.8	-18	4	-10	-14	4
COc1cc(NC(=O)COC(=O)CNC(=O)c2ccc(Cl)cc2)c(C)cc1[N+](=O)[O-]	-3	-2	18	-2	-1.3	-18	-8	-20	-6	1
CCC(OC(=O)C1=Cc2ccccc2OC1)C(=O)NCc1ccco1 (centres undefined)	0	2	-8	-9	-1.8	8	22	6	-13	-1
Cc1ccn2cc(CCNC(=O)CC(C)(C)C)nc2c1	-5	-15	-20	-1	0.2	20	-3	-18	-6	-5
COc1ccc(CC(=O)OCC(=O)Nc2cccc(Br)c2)cc1	0	7	-22	0	-0.2	22	-2	8	-4	·
Cc1ccc(S(=O)(=O)NCC(=O)OCC(=O)NC2CCCCC2)cc1	0	0	-34	-1	-1.5	34	29	-2	3	2
COc1ccc(CNC(=O)C(=O)NCC2OCCN2S(=O)(=O)c2ccc(OC)cc2)cc1 (centres undefined)	-4	-8	4	2	-1.0	-4	-8	-13	-2	-1
CCc1ccc(C(=O)COC(=O)c2ccco2)cc1	-1	-4	-30	-2	-0.3	·	-8	-5	2	0
Nc1c(Cl)cc(C2=NCCn3nc4ccccc4c32)cc1Cl	-2	-3	73*	-1	0.3	-73	-2	15	0	·
CS(=O)(=O)c1cccc(-c2csc(N3CCC(C(N)=O)CC3)n2)c1	-2	7	16	3	-0.9	-16	-6	-16	-3	·
CN(C)CCn1c(=S)[nH]c2ncccc2c1=O	-6	-11	3	1	1.2	-3	-6	-9	-6	5
COc1ccc(C2C=C(c3ccc(C)cc3)Nc3ncnn32)cc1 (centres undefined)	0	-13	20	-6	3.1	-20	4	-3	5	0
COc1ccccc1NC(=O)COc1ccc(C(=O)NCc2ccccc2)cc1OC	-4	-4	59	-2	-0.1	-59	-5	-14	-12	-3
CCOc1ccccc1Nc1cc(C)nc2ccc(C)cc12	-3	-2	41	0	0.4	-41	37	13	4	1
Cc1cc(OC(=O)c2ccc(C(C)(C)C)cc2)c([N+](=O)[O-])c(=O)[nH]1	2	-11	-13	2	-1.0	13	-9	-10	1	-6
COC(=O)C1CCN(c2cc(Cl)nc(N)n2)CC1	-2	-6	-15	4	0.3	15	20	-7	7	-1
CCOC(=O)c1c(NC(=O)CN2CCN(C(=O)c3ccco3)CC2)sc(C)c1C	5	-5	26	-2	0.3	-26	2	-9	-4	10
O=C1C2CC=CCC2C(=O)N1c1ccc(NCCc2ccc(Cl)cc2)c([N+](=O)[O-])c1 (centres undefined)	5	13	36	5	4.1	-36	8	-4	-10	3
COCc1cc(C)nc(SCc2nc3ccccc3c(=O)[nH]2)c1C#N	6	-29	9	2	3.0	-9	19	7	-6	1
CCOc1cc(/C=N/NC(=O)CCCC(=O)NC2CCCCC2)ccc1O	3	-3	0	1	-0.3	0	3	4	-8	-1
CC(C)(C)NC(=O)NC(=O)CN1CCN(S(=O)(=O)c2ccc3c(c2)OCCO3)CC1	2	-10	·	-3	-0.2	·	28	-3	-11	-2
COc1ccccc1Nc1ncnc2c1oc1ccccc12	-3	-2	-21	-6	1.4	21	3	-12	-1	-2
CCOC(=O)CC(NC(=O)c1cccs1)c1ccc(C)cc1 (centres undefined)	-2	3	4	-2	-1.5	-4	24	5	2	-2
NC(=O)c1ccc(N2CCCCC2)c(N2C(=O)C3CC=CCC3C2=O)c1 (centres undefined)	-3	-9	-24	-3	2.4	24	6	2	-9	11
CCn1c2ccccc2c2cc(/C=C(/C#N)C(N)=S)ccc21	-11	-7	23	12	-1.0	-23	-12	-5	-1	-4
CCOC(=O)NC(=O)CSc1ccc(C)cc1C	-4	-4	·	2	1.9	·	37	-3	5	-1
Cc1cc(C)n2c(SCC(=O)NC3CCCC(C)C3C)nnc2n1 (centres undefined)	2	6	-38	1	0.5	38	4	-8	-17	-4
CC1(C)CC(N=Cc2c(O)n(Cc3ccc4c(c3)OCO4)c(=O)c3ccccc23)CC(C)(C)N1	1	-1	-16	1	-1.1	16	1	4	2	4
Cn1c(C(=O)N2CCCC(C(=O)NCc3ccc4c(c3)OCO4)C2)cc2sccc21 (centres undefined)	-5	-3	59	-1	0.8	-59	3	-14	-3	·
O=C(Cc1cccs1)Nc1cccc(-c2nc3ccccc3[nH]2)c1	0	1	35	-1	0.8	-35	-1	-6	3	-5
Cc1c(C(=O)O)cccc1-c1ccc(/C=C2\SC(=O)NC2=O)o1	4	1	-27	3	1.3	27	12	-5	6	3
C/C(CC(=O)Nc1ccc(N(C)C)cc1)=N\NC(=O)c1ccccc1F	-1	3	29	0	-0.3	-29	50	4	7	4
Cc1cc(N2CCOCC2)nc2ccc(NC(=O)CCC(=O)N3CCN(c4cccc(C(F)(F)F)c4)CC3)cc12	4	9	·	1	-0.3	·	32	-3	-2	-4
CSc1nc(Cl)c(Cc2ccc(OCC(C)C)cc2)c(N2CCOCC2)n1	4	-24	19	-15	0.4	-19	0	5	-1	-2
COc1ccc(CCN(C)S(=O)(=O)c2ccc(Cl)nc2)cc1OC	5	5	4	1	2.0	-4	24	-1	-4	-2
C=C/C(C)=C/CC1C(=C)CCC2C(C)(C(=O)O)CCCC12C (centres undefined)	-1	2	-17	0	-1.0	17	5	-2	-10	·
Cc1ccc(-c2nc(NCCCO)c3ccccc3n2)cc1	-4	1	12	-2	0.8	-12	-4	-16	-14	2
COc1ccc(-c2[nH]ncc2CN2CCC(c3ccncc3)CC2)cc1F	4	-2	10	-1	3.7	-10	-13	-3	5	-2
CC(=O)N1N=C(c2cccs2)CC1c1ccc(Br)cc1 (centres undefined)	0	-6	15	-3	-1.4	-15	-10	-11	8	-2
COCc1cc(=O)n2[nH]c(C(F)(F)F)nc2n1	-9	-4	11	1	-0.1	-11	-4	-9	12	-2
O=C(c1ccc(F)cc1)c1ccc(OCC(=O)N2CCOCC2)cc1	-7	-8	17	-5	1.0	-17	-2	-12	-12	-1

High-throughput results (PubChem)
